Assay outcomes: PubChem BioAssay, several laboratories
PDI turbidity: inhibitors of human PDI, primary screen, biochemical, turbidity, single point, plate reader. PDI insulin aggregation turbidity, A650, 90 min. inhibition, % at 10 µM. 350,000 compounds, 0.052% hits;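 active = mean inhibition across replicates of 30% or more, whatever share of single replicates reach that level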;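 note: absorbance from insulin aggregation driven by PDI reduction with DTT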
Target sequence (P07237 whole entry, looked up): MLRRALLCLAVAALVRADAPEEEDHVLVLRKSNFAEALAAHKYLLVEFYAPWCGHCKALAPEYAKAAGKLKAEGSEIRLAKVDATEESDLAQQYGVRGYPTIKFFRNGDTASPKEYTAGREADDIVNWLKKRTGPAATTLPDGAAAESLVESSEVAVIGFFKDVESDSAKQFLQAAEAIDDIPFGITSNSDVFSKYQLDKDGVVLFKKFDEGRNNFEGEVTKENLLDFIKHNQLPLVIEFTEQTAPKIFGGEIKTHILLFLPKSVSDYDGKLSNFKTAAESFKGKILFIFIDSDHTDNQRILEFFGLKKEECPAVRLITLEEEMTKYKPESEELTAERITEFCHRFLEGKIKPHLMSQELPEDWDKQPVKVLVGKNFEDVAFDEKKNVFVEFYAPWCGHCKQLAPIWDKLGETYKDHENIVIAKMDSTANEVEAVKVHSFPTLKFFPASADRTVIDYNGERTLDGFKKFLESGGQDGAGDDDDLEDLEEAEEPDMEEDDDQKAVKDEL
Exocytosis inh: LAMP-1 surface exposure blockers, TALL-104 cells – cell-based, flow cytometry, MLPCN library, primary screen | TALL-104 LAMP-1 surface exposure; cells stimulated with thapsigargin and PMA | inhibition, % at 10 µM | 360,000 compounds, 0.66% hits | AID 651702, 2012;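 active = inhibition above about 55%, limit read from the data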
aDG glyco act: activators of alpha-DG glycosylation, primary screen, uHTS, Pro5-aDG cells, AlphaScreen; alpha-DG glycosylation AlphaScreen (IIH6); 0% Pro5, 100% B10-LARGE cell signal; activation, % at 10 µM; 360,000 compounds, 0.22% hits; AID 624168, 2012;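 active = activation of at least 8% versus controls, or a plate z-score of at least 8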;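 note: Pro5 are CHO cells carrying HIG-tagged alpha-DG that lacks glycosylation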
ABCB6 inh MLPCN: ABCB6 transporter inhibitors, primary screen, K562-ABCB6 cells, flow cytometry, MLPCN library; fluorescence ratio to DMSO, % at 10 µM; AID 602162, 2011; K562-ABCB6 porphyrin accumulation, 1 h; hits give low values; 360,000 compounds, 0.19% hits;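 active = fluorescence ratio to DMSO below 75%, the collection mean minus 3 SD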;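 note: signal is porphyrin accumulated inside mitochondria; 100% equals median channel fluorescence of DMSO control wells; lower ratio means ABCB6 inhibition with less porphyrin fluorescence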
hiPSC survival: enhancers of single-cell hiPSC survival, primary screen, ATPlite luminescence; survival enhancement, % at 20 µM; 100% = ROCK inhibitor wells, 0% = DMSO; AID 602274, 2012; 360,000 compounds, 0.044% hits; in the data active = survival enhancement above about 18%;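 note: cells exposed to compounds for 16 hours before the ATP read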
Cardio protect: cardioprotection against H2O2-induced cell death, primary screen, uHTS, H9c2 cells, ATPLite luminescence | 360,000 compounds, 0.63% hits | H9c2 cardiomyocytes, H2O2 injury protection, 2 h | protection from H2O2 cell death, % at 20 µM;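 active = compounds giving at least 50% protection of heart cells from peroxide-induced death in the single-dose screen, raw or plate-pattern-corrected value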;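 note: 0% = DMSO wells with peroxide and 100% = DMSO wells without peroxide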
m5-HT2A agonist: mouse Htr2a agonists via beta-arrestin recruitment, primary screen, cell-based, luminescence. CHO-K1 mHTR2A beta-arrestin complementation; percent of 30 µM serotonin response. activation, % at 7.6 µM. 360,000 compounds, 0.66% hits;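 active = activation above a run cutoff, the mean activation of all tested compounds plus 3 SD, cut at about 14% in these data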;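 note: 0% = plate median of compound wells and 100% = 30 µM serotonin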
Target sequence (P35363 whole entry, looked up): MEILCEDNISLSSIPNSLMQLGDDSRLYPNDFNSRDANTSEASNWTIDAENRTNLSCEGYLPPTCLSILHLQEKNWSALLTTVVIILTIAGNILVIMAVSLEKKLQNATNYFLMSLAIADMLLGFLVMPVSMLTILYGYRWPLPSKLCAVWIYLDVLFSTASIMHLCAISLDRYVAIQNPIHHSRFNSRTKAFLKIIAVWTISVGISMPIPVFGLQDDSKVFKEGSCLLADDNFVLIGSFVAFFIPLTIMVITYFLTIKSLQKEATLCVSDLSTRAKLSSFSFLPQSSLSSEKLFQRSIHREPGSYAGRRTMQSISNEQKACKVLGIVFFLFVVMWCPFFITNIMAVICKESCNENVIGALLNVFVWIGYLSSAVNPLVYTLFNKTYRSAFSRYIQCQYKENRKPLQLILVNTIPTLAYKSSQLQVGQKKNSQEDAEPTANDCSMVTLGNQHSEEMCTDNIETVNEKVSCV
Vif imaging: HIV Vif self-association inhibitors, primary screen, imaging, HEK293T, single point; 340,000 compounds, 0.35% hits; HEK293T cells, Vif self-association by quenched fluorescence, 24 h; inhibition, % at 7.49 µM; in the data active = inhibition above about 50%, passing the limit was not always enough; note: some results filed as inactive read as strong as hits
CaV13 ICDI inh: Primary screen for inhibitors of IQ motif and Ca2+-dependent inactivation inhibitor domain binding in CACNA1D, Förster resonance energy transfer in living cells, …; HEK cells, CFP/YFP FRET ICDI-IQ, plate reader, 10 min; percent FRET-ratio fall versus neutral wells; inhibition, % at 12.3 µM; 340,000 compounds, 0.098% hits;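 active = mean replicate inhibition of at least 30% and at least 1% of replicates passing that level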;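 note: 0% = median of the neutral control wells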
N-glyco inh: increase of ERlucT glycosylation luciferase signal, primary screen, N-linked glycosylation inhibitor project, D54 ERlucT cells, luminescence, set 2. D54 ERlucT glycosylation luciferase reporter, 24 h; percent of 100 nM tunicamycin response. reporter increase, % at 12.5 µM. 360,000 compounds, 0.23% hits;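 active = mean luciferase reporter signal, scaled so untreated is 0 and the glycosylation-blocking control 100, at or above a set limit in every replicate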;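 note: luciferase carries N-glycosylation sites so blocking glycosylation raises the light; 0% = median of neutral control wells and 100% = median of 100 nM tunicamycin wells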
* marks the source's active call; other numbers are inactive results.

For CN(Cc1nc(-c2cnccn2)no1)CC1(c2ccccc2)CC1(C)C (centres undefined) the results were PDI turbidity 6, Exocytosis inh -1, aDG glyco act 0.3, ABCB6 inh MLPCN 98, hiPSC survival -0.8, Cardio protect -1, m5-HT2A agonist 0, Vif imaging 4, CaV13 ICDI inh -7 and N-glyco inh 0.
For CC(NS(=O)(=O)c1ccc(Br)cc1)C(c1cccs1)N1CCN(C)CC1 (centres undefined) the results were Exocytosis inh 0, aDG glyco act -0.2, ABCB6 inh MLPCN 101, hiPSC survival -2.0, Cardio protect 5, m5-HT2A agonist -3, Vif imaging -1, CaV13 ICDI inh -4 and N-glyco inh -3.
CCCCCc1cc(=O)oc2c(C(CCN3CCN(c4ccccc4)CC3)c3ccc4c(c3)OCO4)c(OC)cc(OC)c12 (centres undefined) was read as PDI turbidity 6, Exocytosis inh -4, aDG glyco act -0.1, ABCB6 inh MLPCN 93, hiPSC survival -4.2, Cardio protect -11, m5-HT2A agonist 22*, Vif imaging 6, CaV13 ICDI inh -10 and N-glyco inh -3.
Screening CS(=O)(=O)N1CCCC(C(=O)Nc2ccc(F)cc2F)C1 (centres undefined) returned PDI turbidity -4, Exocytosis inh -1, aDG glyco act -0.2, ABCB6 inh MLPCN 99, hiPSC survival 3.5, Cardio protect -2, m5-HT2A agonist -5, Vif imaging 0, CaV13 ICDI inh -7 and N-glyco inh 3.
Screening COC(=O)c1sc(-c2ccc(Cl)cc2)cc1NC(=O)CSCC(=O)O returned PDI turbidity -4, Exocytosis inh 14, aDG glyco act -0.1, ABCB6 inh MLPCN 98, hiPSC survival -0.6, Cardio protect 4, m5-HT2A agonist 6, Vif imaging 51*, CaV13 ICDI inh -14 and N-glyco inh -1.
`COc1ccc([C@H]2C[C@H](n3cc(COC(=O)c4ccccc4)nn3)[C@@H](O)CN2C(=O)C2CCCCC2)cc1` gave PDI turbidity -8, Exocytosis inh 2, aDG glyco act 0.0, ABCB6 inh MLPCN 93, hiPSC survival -0.7, Cardio protect -8, m5-HT2A agonist -6, Vif imaging -2, CaV13 ICDI inh -7 and N-glyco inh -2.
O=C(CCS(=O)(=O)c1ccc(F)cc1)Nc1ccc(N2CCN(Cc3ccccc3)CC2)cc1 was read as PDI turbidity -1, Exocytosis inh 16, aDG glyco act 0.2, ABCB6 inh MLPCN 98, hiPSC survival 0.6, Cardio protect -10, m5-HT2A agonist 7, Vif imaging -2, CaV13 ICDI inh -3 and N-glyco inh -8.
COc1cccc(CN2CCN(C(=O)c3cc(-c4ccccn4)nc4ccc(Cl)cc34)CC2)c1 was read as PDI turbidity 3, Exocytosis inh -9, aDG glyco act -0.4, ABCB6 inh MLPCN 108, hiPSC survival -0.4, Cardio protect 20, m5-HT2A agonist -3, Vif imaging 1, CaV13 ICDI inh -6 and N-glyco inh -3.
For C[C@@H](NC(=O)c1nc[nH]c1C(=O)NCC(=O)OCc1ccccc1)c1ccccc1 the results were PDI turbidity 2, Exocytosis inh -2, aDG glyco act -0.2, ABCB6 inh MLPCN 100, hiPSC survival 2.3, Cardio protect 92*, m5-HT2A agonist 9, Vif imaging -2, CaV13 ICDI inh -12 and N-glyco inh 2.
Screening COc1ccc(CCNc2cc(N3CCN(C(=O)c4ccccc4OC)CC3)ccc2[N+](=O)[O-])cc1OC returned PDI turbidity 7, Exocytosis inh 3, aDG glyco act 1.3, ABCB6 inh MLPCN 84, hiPSC survival -0.8, Cardio protect -10, m5-HT2A agonist -5, Vif imaging -4, CaV13 ICDI inh -4 and N-glyco inh -1.
Screening CN(C(=O)c1cccc([N+](=O)[O-])c1)c1ccccc1C(=O)NCc1ccccc1 returned PDI turbidity -1, Exocytosis inh -3, aDG glyco act 0.0, ABCB6 inh MLPCN 102, hiPSC survival 0.0, Cardio protect -2, m5-HT2A agonist -9, Vif imaging -1 and N-glyco inh 1.
Screening CC1CN(C(=O)Cn2cc(SCC(=O)N3CCOCC3)c3ccccc32)CC(C)O1 (centres undefined) returned PDI turbidity 9, Exocytosis inh 0, aDG glyco act -0.5, ABCB6 inh MLPCN 100, hiPSC survival -0.2, Cardio protect 3, m5-HT2A agonist -1, Vif imaging 0, CaV13 ICDI inh -4 and N-glyco inh 1.
For COC(=O)c1ccc(NC(=O)Nc2ccc(F)c(Cl)c2)cc1 the results were PDI turbidity 6, Exocytosis inh 9, aDG glyco act 0.2, ABCB6 inh MLPCN 96, hiPSC survival 2.4, Cardio protect -17, m5-HT2A agonist 1, Vif imaging -8, CaV13 ICDI inh -8 and N-glyco inh 2.
`Cc1nn(-c2cc(N3CCCC3)ccc2[N+](=O)[O-])c(=O)c2ccccc12` gave PDI turbidity -6, Exocytosis inh -3, aDG glyco act 0.1, ABCB6 inh MLPCN 102, hiPSC survival -1.5, Cardio protect 20, m5-HT2A agonist 4, Vif imaging 13, CaV13 ICDI inh -3 and N-glyco inh 3.
CCOC(=O)Cc1csc(NC(=O)c2c(-c3c(F)cccc3Cl)noc2C)n1 was read as PDI turbidity 10, Exocytosis inh 4, aDG glyco act 0.0, ABCB6 inh MLPCN 100, hiPSC survival 2.5, Cardio protect 21, m5-HT2A agonist -4, Vif imaging 0, CaV13 ICDI inh -4 and N-glyco inh -2.
CCn1c(SCC(=O)N2CCN(C(=O)c3ccco3)CC2)nnc1C(C)C was read as PDI turbidity -7, Exocytosis inh 10, aDG glyco act -0.1, ABCB6 inh MLPCN 97, hiPSC survival 0.8, Cardio protect -2, m5-HT2A agonist -3, Vif imaging -2, CaV13 ICDI inh 4 and N-glyco inh 3.
For O=C1c2cccc(NCCCNCCO)c2C(=O)c2cccc(NCCCNCCO)c21 the results were PDI turbidity -3, Exocytosis inh 33, aDG glyco act -0.2, ABCB6 inh MLPCN 140, hiPSC survival -2.6, Cardio protect -14, m5-HT2A agonist -5, Vif imaging 16, CaV13 ICDI inh -5 and N-glyco inh -18.
`Cc1cccc(OCc2nnc(SCC(=O)c3c(N)n(C4CC4)c(=O)[nH]c3=O)o2)c1` gave PDI turbidity -1, Exocytosis inh 0, aDG glyco act -0.3, ABCB6 inh MLPCN 95, hiPSC survival 1.9, Cardio protect -4, m5-HT2A agonist 2, Vif imaging -2, CaV13 ICDI inh -6 and N-glyco inh 0.
`COn1c(-c2ccccc2)nc2c1CCc1nonc1-2` gave PDI turbidity -8, Exocytosis inh 2, aDG glyco act -0.2, ABCB6 inh MLPCN 97, hiPSC survival -0.1, Cardio protect 7, m5-HT2A agonist -5, Vif imaging 8 and N-glyco inh 1.
`COc1cc(/C=N/NC(=O)CC#N)ccc1Oc1nc(Cl)ncc1F` gave PDI turbidity -5, Exocytosis inh -5, aDG glyco act 0.3, ABCB6 inh MLPCN 105, hiPSC survival -0.3, Cardio protect 0, m5-HT2A agonist 2, Vif imaging -1, CaV13 ICDI inh -5 and N-glyco inh 2.

Molecules from the list above that contain a thiophene ring, fused or not, in the order listed:
For CC(NS(=O)(=O)c1ccc(Br)cc1)C(c1cccs1)N1CCN(C)CC1 (centres undefined) the results were Exocytosis inh 0, aDG glyco act -0.2, ABCB6 inh MLPCN 101, hiPSC survival -2.0, Cardio protect 5, m5-HT2A agonist -3, Vif imaging -1, CaV13 ICDI inh -4 and N-glyco inh -3.
Screening COC(=O)c1sc(-c2ccc(Cl)cc2)cc1NC(=O)CSCC(=O)O returned PDI turbidity -4, Exocytosis inh 14, aDG glyco act -0.1, ABCB6 inh MLPCN 98, hiPSC survival -0.6, Cardio protect 4, m5-HT2A agonist 6, Vif imaging 51*, CaV13 ICDI inh -14 and N-glyco inh -1.

(continued)
CSc1nc2ccc3nc(NC(=O)c4cccs4)sc3c2s1 was read as PDI turbidity 4, Exocytosis inh 9, aDG glyco act -0.4, ABCB6 inh MLPCN 96, hiPSC survival -0.1, Cardio protect -4, m5-HT2A agonist 3, Vif imaging -9, CaV13 ICDI inh -7 and N-glyco inh -2.
Screening Cc1ccc(S(=O)(=O)N(C)C)cc1NC(=O)COc1ccccc1C(=O)Nc1ccccc1 returned PDI turbidity -9, Exocytosis inh -8, aDG glyco act -0.3, ABCB6 inh MLPCN 93, hiPSC survival 0.1, Cardio protect 6, m5-HT2A agonist -9, CaV13 ICDI inh -5 and N-glyco inh -6.
`CCOc1cc(/C=N/Nc2nc(-c3cccs3)c(NC(C)=O)s2)ccc1O` gave PDI turbidity 8, Exocytosis inh 7, aDG glyco act 0.0, ABCB6 inh MLPCN 96, hiPSC survival -0.7, Cardio protect 48, m5-HT2A agonist 0, Vif imaging 4, CaV13 ICDI inh -7 and N-glyco inh 0.
For CCOC(=O)c1c(C)oc2cc(Br)c(O)c(Br)c12 the results were Exocytosis inh 1, aDG glyco act 0.0, ABCB6 inh MLPCN 98, hiPSC survival -0.4, Cardio protect -8, m5-HT2A agonist -1, Vif imaging 13, CaV13 ICDI inh -2 and N-glyco inh 0.
`CCOc1ccc(NC(=S)NC23CC4CC(CC(C4)C2)C3)cc1` gave PDI turbidity 4, Exocytosis inh 3, aDG glyco act 0.8, ABCB6 inh MLPCN 94, hiPSC survival -0.4, Cardio protect -8, m5-HT2A agonist 4, Vif imaging 6, CaV13 ICDI inh -3 and N-glyco inh -3.
For Cc1cc(C(=O)N2CCCC(C(=O)c3cccc(C(F)(F)F)c3)C2)nc(C)n1 (centres undefined) the results were PDI turbidity 3, Exocytosis inh -2, aDG glyco act 0.6, ABCB6 inh MLPCN 101, hiPSC survival -0.9, Cardio protect -6, m5-HT2A agonist 1, Vif imaging 10, CaV13 ICDI inh -4 and N-glyco inh 0.
`Nc1nc(SCC(=O)N2CCCc3ccccc32)n[nH]1` gave PDI turbidity 3, Exocytosis inh -2, aDG glyco act 0.0, ABCB6 inh MLPCN 96, hiPSC survival -0.6, Cardio protect -11, m5-HT2A agonist 1, Vif imaging 6, CaV13 ICDI inh -6 and N-glyco inh -4.
For CC1(c2cccc(Br)c2)NC(=O)N(CC(=O)NC2CCCCC2)C1=O (centres undefined) the results were PDI turbidity 2, Exocytosis inh -2, aDG glyco act 0.0, ABCB6 inh MLPCN 100, hiPSC survival -0.5, Cardio protect 1, m5-HT2A agonist 5, Vif imaging 4, CaV13 ICDI inh -2 and N-glyco inh 2.
COc1ccccc1/C=N\NC(=O)c1c(C)nc2ccc(Cl)cn12 was read as PDI turbidity 0, Exocytosis inh -2, aDG glyco act 0.3, ABCB6 inh MLPCN 99, hiPSC survival -0.5, Cardio protect 8, m5-HT2A agonist -4, Vif imaging 7, CaV13 ICDI inh -4 and N-glyco inh 2.
For CCCCN1C[C@H](c2ccc(OC)cc2)[C@@H](CC(=O)Nc2ccc(Br)cc2)C1=O the results were PDI turbidity 2, Exocytosis inh -1, aDG glyco act 0.0, ABCB6 inh MLPCN 101, hiPSC survival -2.0, Cardio protect -13, m5-HT2A agonist 3, Vif imaging -4, CaV13 ICDI inh -10 and N-glyco inh 0.
`N#Cc1ccc(COc2cccc3cccnc23)cc1` gave PDI turbidity -8, Exocytosis inh -1, aDG glyco act -0.1, ABCB6 inh MLPCN 101, hiPSC survival -0.5, Cardio protect 12, m5-HT2A agonist -6, Vif imaging 5, CaV13 ICDI inh -4 and N-glyco inh 0.
